# Screening results as filed in PubChem BioAssay.
# hcGAS lum = human cGAS inhibition; recombinant h-cGAS, ATP depletion, Kinase-Glo luminescence; inhibition, % at 12.5 µM; hit rate 0.081% among 290,000;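 further: 0% = vehicle reaction and 100% = reaction without DNA for no activity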
# Target sequence (Q8N884 whole entry, looked up): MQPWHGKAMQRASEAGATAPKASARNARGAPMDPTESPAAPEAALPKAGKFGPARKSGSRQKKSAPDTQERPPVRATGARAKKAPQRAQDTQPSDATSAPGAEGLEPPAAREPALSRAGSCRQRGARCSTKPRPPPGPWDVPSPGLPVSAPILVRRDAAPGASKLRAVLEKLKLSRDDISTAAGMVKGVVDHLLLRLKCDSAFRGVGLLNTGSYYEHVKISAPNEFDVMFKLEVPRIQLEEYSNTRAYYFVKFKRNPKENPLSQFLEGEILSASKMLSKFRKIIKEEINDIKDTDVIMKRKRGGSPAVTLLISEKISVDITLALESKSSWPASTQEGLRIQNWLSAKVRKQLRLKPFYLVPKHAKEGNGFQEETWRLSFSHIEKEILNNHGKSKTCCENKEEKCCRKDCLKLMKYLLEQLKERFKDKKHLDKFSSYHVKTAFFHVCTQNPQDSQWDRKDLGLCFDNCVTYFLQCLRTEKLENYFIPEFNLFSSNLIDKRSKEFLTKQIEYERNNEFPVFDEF
# mcGAS inh = blocks mouse cGAS activity; Q8C6L5; recombinant cGAS, Kinase-Glo ATP depletion luminescence; inhibition, % at 12.5 µM; hit rate 0.15% among 160,000; AID 1259399;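 further: 0% = negative control wells and 100% = reference inhibitor with no enzyme activity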
# NPYLR7 agonist = activates Aedes aegypti NPYLR7 receptor; HEK293T NPYLR7/Galpha15, GCaMP6s calcium fluorescence; activation, % at 10 µM; hit rate 0.15% among 270,000; in the data active means activation above about 40%;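 further: 0% = vehicle and 100% = reference agonist at the receptor; some compounds past the cut are filed as inactive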
# The depositor's hits bear a star; nt = no result given; & = joins results of further samples. Unless noted, no stated cut-off is given here; in the data, active means inhibition above about 40%; inactive means the rest.
SMILES,hcGAS lum,mcGAS inh,NPYLR7 agonist
CCc1cccc(C)c1NC(=O)Cn1nc(-c2ccco2)c2sc(N3CCCC3)nc2c1=O,-7,-9,-3
Nc1cc(C(=O)N=Nc2c(O)[nH]c3ccc(F)cc23)n[nH]c1=O,-7,nt,-2
CCC(C)N(Cc1c(-c2ccccc2)noc1N1CCSCC1)C(=O)Nc1ccc(C)cc1 (stereo unspecified),-5,-6,7
COc1cc(Br)c(C=C(C#N)S(C)(=O)=O)cc1OC,-1,nt,-2
O=C(NCC(O)C1CC1)C1CCC(c2ccccc2)CC1 (stereo unspecified),-6,nt,7
CC(=O)N[C@@H](C)C(=O)N(C)Cc1ccccc1OCC(C)C,-5,-18,7
CCOC(=O)c1cc(-c2ccc(OC)cc2)n(C2CCN(C(=O)c3ccc(F)c(F)c3)CC2)n1,-4,-5,5
O=C(O)c1ccc(-c2cccs2)cc1F,-16,nt,-4
O=C(NCc1ccccc1CN1CCCC1)C1=Cc2cc(Cl)ccc2OC1,8,nt,-5
CN(CC1COc2ccccc2O1)C(=O)c1ccc(S(=O)(=O)NC2CC2)o1 (stereo unspecified),-5,nt,2
CCN(CC)C(=O)CCCC(=O)Nc1nc(-c2ccc(O)cc2)cs1,-5,nt,2
Cc1cc(C)n(CC(C)NCc2c(C(=O)N3CCOCC3)nc3c(C)cccn23)n1 (stereo unspecified),-4,-7,-8
CCOC(=O)c1c(NC(=O)c2cc(C)on2)sc2ccccc12,-1,nt,4
Cc1c(C)n2c3c(=O)n(C)c(=O)n(C)c3nc2n1-c1ccccc1N,2,nt,-1
CCOc1ccc(N2C(=O)CSC2c2cccc(NC(=O)Cc3ccccc3)c2)cc1 (stereo unspecified),-5,-6,14
CCCCCCCCCCCC(=O)N1CCC2(CC1)NC(=O)c1cc(F)c(F)cc1N2,-4,-8,13
O=C(Nc1ccccc1F)C1CSCN1C(=O)COc1ccc(F)cc1F (stereo unspecified),-11,nt,0
CC(C)OC(=O)c1nc(N)n[nH]1,-6,nt,-6
CN(C)Cc1ccc(NC(=O)c2ccc(N(C)C)cc2)cc1,5,nt,-4
C=CCN1C[C@H]2COc3ccc(C)cc3[C@H]2N(C(=O)Cc2cccs2)CCC1=O,4,-4,17
CCn1nc(C)cc1C(=O)N1CCc2c(cnc(C)c2CNS(=O)(=O)c2cccs2)C1,-9,-14,17
Cc1ccc(C)c(COc2cccn3c(CCN4C(=O)c5ccccc5C4=O)cnc23)c1,-8,-5,1
CCOC(=O)[C@@H]1CCCC[C@@H]1NC(=O)c1csc(COC(=O)c2ccccc2)n1,2,1,8
Cc1cc(O)c(C(c2ccncc2)N2CCCCC2)c(=O)n1Cc1ccco1 (stereo unspecified),-12,nt,7
COc1ccccc1N1CCN(c2ncccc2CNC2CCSCC2)CC1,-5,-9,nt
# Other compounds follow:
SMILES,hcGAS lum,mcGAS inh,NPYLR7 agonist
O=C(NCCCn1ccnc1)c1cc2c(=O)n3ccccc3nc2s1,-11,nt,12
COc1ccc(CN2CCN(C3CCCCC3C)CC2)c(OC)c1OC (stereo unspecified),14,3,nt
O=C(NCc1ccco1)c1nn(-c2cccc(C(F)(F)F)c2)c(=O)n(Cc2ccc(F)cc2)c1=O,-2,-6,0
NC(=O)c1ccc(OCC(=O)C23CC4CC(CC(C4)C2)C3)cc1,-4,nt,4
COC(=O)c1c(NC(=O)CSc2ccccn2)sc2c1CCCC2,-3,nt,6
Cc1cccnc1C(NC(=O)C1CCN(C(=O)Nc2ccc(C(C)C)cc2)CC1)c1ccccc1 (stereo unspecified),-1,1,-8
COc1cc(/C=C2\C(=O)N(c3ccccc3)N=C2C)cc(Br)c1OC,-3,0,-15
O=c1c2c3c(sc2ncn1CC(O)COCc1ccc(Cl)cc1)CCCC3 (stereo unspecified),-3,-6,-2
COc1cc(C2=NC(=Cc3ccc(F)c(F)c3)C(=O)O2)cc(OC)c1OC,5,nt,-1
COc1cc(CN2CCC(C(=O)NC(c3cccc(OC)c3)c3ccccn3)CC2)cc(OC)c1 (stereo unspecified),-4,-4,11
CN(CC1(c2ccccc2)CC1(C)C)C(=O)c1cn(C/C=C/c2ccccc2)nn1 (stereo unspecified),-5,-8,2
COCCN(Cc1nc2cc(Cl)ccc2o1)C(=O)c1ccc(OC)cc1OC,-3,-5,-4
CCOC(=O)c1c(CN2CCCCC2)n(-c2ccccc2)c2cc(Br)c(O)cc12,-4,-3,-11
Cc1c(C(=O)NCc2cccs2)sc(=O)n1Cc1ccc(C(F)(F)F)o1,0,nt,9
CCN(CC)CCNc1ncnc2c1sc1nc(CC(C)C)c3c(c12)CC(C)(C)OC3,-5,nt,9
CCOC(=O)CC1=C(C(=O)OCC)C(c2cccnc2)C(C#N)C(=N)O1 (stereo unspecified),-2,-6,-2
COc1ccc(CN2C(=O)C3(SC(NC(C)=O)=NN3C(C)=O)c3cc(C)ccc32)cc1 (stereo unspecified),-4,-7,0
CN(Cc1nc2c(cnn2C)c(=O)[nH]1)C1CCCCCCC1,-1,-8,2
CCn1c(O)c(C2=c3cc([N+](=O)[O-])ccc3=NC2=O)sc1=S,-10,nt,16
Cc1cc(C(=O)N(C)Cc2ccncc2C)n[nH]1,-2,nt,-9
Cc1csc(NC(=O)CN(C)CC2OCCO2)c1C#N,0,1,-14
O=C(c1cccc(F)c1)N1CCOC(CN(C(=O)c2ccco2)C2CCCC2)C1 (stereo unspecified),-2,-3,nt
CS(=O)(=O)N1CCC(C(=O)OCc2cc(-c3ccc4c(c3)OCCO4)on2)CC1,4,nt,-2
Cc1cc(NC(=O)c2ccc(CN3C(=O)CC4(CCCC4)C3=O)cc2)ccc1Cl,-4,-8,2
Fc1ccc(-c2nnc3n2CCCCC3)cc1,-6,nt,3
# (continued)
SMILES,hcGAS lum,mcGAS inh,NPYLR7 agonist
Cc1ccccc1Nc1oc2c(c1-c1ccccc1)c(=O)n(C)c(=O)n2C,-4,-7,-3
COc1ccc(-c2ccc(=O)n(CCNS(=O)(=O)c3ccc(C)cc3C)n2)cc1,-5,-9,-1
COCCCNC(=O)c1cc(-c2ccccc2OC)nc2cc(-c3ccc(Cl)cc3)nn12,0,0,-11
CCOC(=O)COC1CN(C(=O)COC(C)=O)CCC(=O)N(C)c2ccccc21 (stereo unspecified),-6,-6,3
O=C(COc1ccccc1)Nc1cnn(CC(=O)N2CCC3(C=Cc4ccccc43)CC2)c1,-9,-13,31
CCCCCOC(=O)C1=C(C)NC2=C(C(=O)CCC2)C1c1ccccc1OCCC (stereo unspecified),-5,-8,-6
Cc1ccc(Cc2nc(CN(CCC(C)C)CCC(C)C)cs2)cc1,-6,-3,14
COCCCNC(=O)c1cc(NC(=O)c2ccc(OC)cc2)ccc1N1CCN(c2ccccc2OC)CC1,-3,-4,-2
COc1cc(NC(=O)Cn2nc([N+](=O)[O-])c(Cl)c2C)c(OC)cc1Cl,-3,-6,-3
COc1ccc(S(=O)(=O)N(C)C2CCCC2)cc1NC(C)=O,-9,nt,8
CCCC1=NS(=O)(=O)c2cc(NC(=O)c3ccccc3C)ccc2N1CC(C)C,8,nt,-7
COc1ccccc1NC(=O)Cn1nc(-c2ccc(C)cc2C)c2sc(C)nc2c1=O,4,-6,6
Cc1ccc(CN2CCC(CN(C)Cc3ccc(C4CCCCO4)s3)CC2)o1 (stereo unspecified),-12,-12,5
CCCCN(CC(=O)N1c2ccccc2-n2cccc2C1c1cc(OC)ccc1OC)C(=O)c1cccc(Br)c1 (stereo unspecified),-2,-4,2
Cc1cc(C(=O)NCc2cc(F)cc(F)c2)c(C)o1,-10,nt,3
CCCN1CCC(C)(C(=O)Nc2ccc3nc(C)oc3c2)C1 (stereo unspecified),-8,nt,0
CCOc1ccc(CCNC(=O)Cn2ccn3nc(-c4ccc(C)cc4)cc3c2=O)cc1OCC,-7,-7,8
CCN(Cc1nc2cc(Cl)ccc2c(=O)[nH]1)C(=O)CCc1ccc(C)c(Cl)c1,-8,nt,4
CCOc1c(Cl)cc(C=CC(=O)N2CCc3ccccc3C2)cc1OC,-2,nt,7
CCCCN(C(C)=O)c1c(CC)nc2ccc(C(=O)NCc3cccs3)cn12,-1,-2,12
CC1(C(=O)Nc2ccc(Cl)c(Cl)c2)CCN1C(=O)c1ccccc1 (stereo unspecified),-9,-5,8
Nc1ccc(NS(=O)(=O)c2ccc(F)c(F)c2)cc1,-1,nt,-1
COc1cc(NC(=O)Cc2ccc(N3CCCC3=O)cc2)cc(OC)c1,-5,-7,0
CC(C)CCN(Cc1ccc(F)cc1F)CC(O)COCc1ccccc1 (stereo unspecified),-4,-3,24
COCCC(NC(=O)CNC(C)=O)c1ccc(Cl)cc1 (stereo unspecified),6,6,-1

# Compound profiles, as listed above. Order of screens: hcGAS lum, mcGAS inh, NPYLR7 agonist
# `CCCCN(CC(=O)N1c2ccccc2-n2cccc2C1c1cc(OC)ccc1OC)C(=O)c1cccc(Br)c1` (stereo unspecified) is listed as -2, -4, 2
# `O=C(COc1ccccc1)Nc1cnn(CC(=O)N2CCC3(C=Cc4ccccc43)CC2)c1` is listed as -9, -13, 31

# Reformatted with two lines to a compound: part of the list above
# Every second line gives: hcGAS lum	mcGAS inh	NPYLR7 agonist
- Cc1ccc(Cc2nc(CN(CCC(C)C)CCC(C)C)cs2)cc1
 : -6	-3	14
- COc1ccc(-c2ccc(=O)n(CCNS(=O)(=O)c3ccc(C)cc3C)n2)cc1
 : -5	-9	-1

# The listing picks up with the six entries that preceded the break.
SMILES,hcGAS lum,mcGAS inh,NPYLR7 agonist
CCCCN(C(C)=O)c1c(CC)nc2ccc(C(=O)NCc3cccs3)cn12,-1,-2,12
CC1(C(=O)Nc2ccc(Cl)c(Cl)c2)CCN1C(=O)c1ccccc1 (stereo unspecified),-9,-5,8
Nc1ccc(NS(=O)(=O)c2ccc(F)c(F)c2)cc1,-1,nt,-1
COc1cc(NC(=O)Cc2ccc(N3CCCC3=O)cc2)cc(OC)c1,-5,-7,0
CC(C)CCN(Cc1ccc(F)cc1F)CC(O)COCc1ccccc1 (stereo unspecified),-4,-3,24
COCCC(NC(=O)CNC(C)=O)c1ccc(Cl)cc1 (stereo unspecified),6,6,-1
CN(C)c1ccc(C(F)(F)F)cc1NC(=O)c1ccc2c(c1)COC2,-8,nt,-23
Cc1cc(CC(C)NC(=O)c2cn(-c3ccccc3)nn2)n[nH]1 (stereo unspecified),-2,nt,-3
COc1ccc(C(=O)N2CCN(C(=O)c3cc(-c4ccccc4)n(-c4ccc(OC)c(OC)c4)c3C)CC2)cc1,-11,-5,-11
Cc1cccnc1NCCNC1CSCCSC1,-7,nt,7
CCc1nn(C(CC)C(=O)NCCC(C)C)c(=O)c2cc3oc(C)cc3n12 (stereo unspecified),-8,-4,3
COc1cccc(C(=O)N2CCC3(CC2)OCC(C(=O)NCC2CCCO2)N3C(=O)c2ccco2)c1 (stereo unspecified),-5,-5,0
CC(=O)c1cccc(OCC(=O)NS(=O)(=O)c2ccc(C)s2)c1,-6,nt,8
COc1cc(CNCc2cc(C(N)=O)no2)cc(OC)c1,-11,nt,10
Cc1cc(C)cc(-c2nc3ccccn3c2NC(=O)C2CC2)c1,-3,-5,-4
CC(C)Cn1cncc1CNC(=O)c1cccc(CC2CCNCC2)c1,-9,nt,-5
O=C(CCn1cncn1)N1CCCC(CNC(=O)C2(c3ccc(Cl)cc3)CC2)C1 (stereo unspecified),-10&-3,-3,7&-4
CC(NC(=O)COc1ccc(F)cc1F)c1ccncc1 (stereo unspecified),12,nt,-2
O=C(NCc1cccs1)c1cc2c(s1)CS(=O)(=O)C2,-9,-5,9
Cc1ccncc1C(=O)N(C)Cc1ccccc1OCC(C)C,-8,nt,4
O=C1NC(c2ccc(C(F)(F)F)cc2)C(C(=O)c2ccccc2)C(O)(C(F)(F)F)N1 (stereo unspecified),-3,-5,-1
C=c1ccccc1=c1[nH]/c(=C\c2ccco2)c(=O)o1,-10,-6,2
S=c1oc(-c2cccc(Cl)c2)nn1CN1CCC(c2nnc3ccccn23)CC1,4,2,3
COc1ccccc1CN1CCNC(=O)C1CC(=O)NCCC1=CCCCC1 (stereo unspecified),-2,-8,14
Cc1ccc(C2(CN3CCN4C(=O)CN(C)C(=O)C4C3)CCNCC2)nc1 (stereo unspecified),-3,-8,24
O=C(O)c1cc2c(=O)n3ccccc3nc2n1Cc1ccccc1,1,-4,4
O=C(NCc1ccc(N2CCSCC2)cc1)c1ccon1,-3,nt,0
CCn1ccc(C(=O)N2CC(C(=O)N(C)C)C3(CCOCC3)C2)n1 (stereo unspecified),-15,-6,nt
Cc1ccc(NC(=O)N2CCC(C(NC(=O)c3ccc4c(c3)OCO4)C(=O)NC3CC3)CC2)cc1 (stereo unspecified),-8,-4,10
CC(=O)NCc1c(-c2ccc(C)cc2)nc2n1CCS2,-6,nt,10
CNC(=O)CNC(=O)CCC1(Cc2ccccc2)C(=O)N(C)c2ccccc21 (stereo unspecified),-3,nt,-1
# Remaining list, next part.
SMILES,hcGAS lum,mcGAS inh,NPYLR7 agonist
Cc1ccc(C)c(C(=O)NC2C3CC4CC(C3)CC2C4)c1 (stereo unspecified),-1,-4,-6
Cc1c(CNC(=O)c2ccc(C3CCNC3)cc2)oc2ccccc12 (stereo unspecified),-3,-18,4
CC(=O)N1CCN(C(=O)c2cc(-c3ccccc3Cl)nc3cc(C(C)(C)C)nn23)CC1,-8&-2,-8&-5,-8&0
CCCCCCn1c(SCCC(C)C)nc2c1c(=O)[nH]c(=O)n2C,-3,-7,6
COc1ccc(-c2noc(CSc3nnc(C4CC4)n3C3CC3)n2)cc1OC,-3,nt,1
NC(=NCCC[C@H](N)C(=O)O)NO,-3,58*,0
Cc1ccccc1NC(=O)c1ccc2c(c1[N+](=O)[O-])C(=O)c1ccccc1C2=O,-3,-10,-5
O=C(Nc1nc(-c2cc3ccccc3oc2=O)cs1)c1cccc(C(F)(F)F)c1,-7,-8,-2
